CCR6 antag – CCR6 (human) receptor antagonism. P51684. CHO-K1 CCR6 PathHunter beta-arrestin, luminescence, CCL20-stimulated. inhibition, % at 20 µM. 340,000 tested, 0.49% active. AID 493098;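 active = compounds whose inhibition of the agonist-driven luminescence signal at 20 µM reaches about 50%, limit read from the data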;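 note: cells stimulated with CCL20 at 14 nM final; plate controls were DMSO with CCL20 for no effect and DMSO without agonist for full effect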
Target sequence (P51684 whole entry, looked up): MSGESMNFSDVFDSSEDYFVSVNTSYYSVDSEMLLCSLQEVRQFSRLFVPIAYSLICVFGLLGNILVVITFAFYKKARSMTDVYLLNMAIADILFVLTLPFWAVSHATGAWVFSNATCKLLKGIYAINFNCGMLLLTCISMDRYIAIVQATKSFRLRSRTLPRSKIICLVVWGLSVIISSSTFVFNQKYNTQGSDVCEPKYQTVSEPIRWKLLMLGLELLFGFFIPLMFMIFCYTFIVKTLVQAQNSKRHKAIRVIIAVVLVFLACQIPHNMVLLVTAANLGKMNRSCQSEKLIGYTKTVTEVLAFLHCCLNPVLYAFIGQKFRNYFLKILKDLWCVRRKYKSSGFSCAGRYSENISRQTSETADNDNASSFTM
Jurkat NFkB inh – lowers PMA/ionomycin-induced NF-kB signal in Jurkat cells; inhibition, % at 4 µM; AID 435003; PMA/ionomycin-induced NF-kB luciferase reporter, luminescence; 330,000 tested, 0.53% active
EBI2 block – blocks human EBI2 receptor beta-arrestin signaling; P32249; EBI2 beta-arrestin recruitment, luminescence, 7a,25-OHC stimulated; inhibition, % at 5 µM; 360,000 tested, 0.81% active; AID 651636; in the data active = inhibition above about 38%;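 note: enzyme fragment complementation signal reports receptor beta-arrestin coupling in cells; 0% = agonist plus DMSO wells and 100% = wells without agonist; some results beyond the cut were filed as inactive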
Apaf1 inhib – inhibitors of human Apaf-1 apoptosome. O14727. reconstituted apoptosome caspase-3 activity, DEVD-Rh110 fluorescence. inhibition, % at 20 µM. 330,000 tested, 0.71% active; active = inhibition of at least 40% at 20 µM;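 note: plate controls were DMSO wells for no effect and DEVD-CHO caspase inhibitor wells for full effect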
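Material: reconstituted apoptosome with Apaf-1, cytochrome c, caspase-9, procaspase-3, dATP / Buffer or medium: pH 7.5 Hepes buffer with CHAPS, BSA, DTT / Also added: cytochrome c with DEVD-Rh110 / Schedule: compound with Apaf-1, dATP, procaspase-3 30 min, then 50 min reaction, room temperature / Technique: rhodamine 110 fluorescence at Ex 480/Em 540 nm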
SENP8 block – SENP8 protease inhibition; purified SENP8, Z-RLRGG-aminoluciferin cleavage, luminescence; inhibition, % at 10 µM; 330,000 tested, 1.2% active; AID 2540
Target sequence (Q96LD8 whole entry, looked up): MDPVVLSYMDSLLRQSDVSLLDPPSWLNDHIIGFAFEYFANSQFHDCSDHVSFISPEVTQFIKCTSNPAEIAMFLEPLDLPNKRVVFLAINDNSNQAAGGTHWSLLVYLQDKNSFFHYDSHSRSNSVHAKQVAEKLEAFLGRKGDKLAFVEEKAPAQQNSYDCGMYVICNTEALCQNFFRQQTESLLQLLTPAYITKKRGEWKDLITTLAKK
Gli-Sufu antag – Gli-Sufu pathway antagonism; Sufu-KO-LIGHT fibroblasts, Gli luciferase reporter luminescence; inhibition, % at 5 µM; 340,000 tested, 0.74% active;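 active = inhibition above about 55%, limit read from the data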;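 note: 0% = DMSO-treated cells and 100% = wells with medium but no cells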
697 NFkB inh – lowers PMA/ionomycin-induced NF-kB signal in 697 B cells; 697 B-cell NF-kB luciferase reporter, 16 h; inhibition, % at 4 µM; 330,000 tested, 0.33% active; AID 435022; in the data active = inhibition above about 35%
UBC13 inh – human UBC13 polyubiquitination inhibition; AID 485273; 330,000 tested, 0.47% active; P61088; inhibition, % at 20 µM; UBC13 polyubiquitin chain formation, TR-FRET; in the data active = inhibition above about 45%, passing the limit was not always enough
Target sequence (P61088 whole entry, looked up): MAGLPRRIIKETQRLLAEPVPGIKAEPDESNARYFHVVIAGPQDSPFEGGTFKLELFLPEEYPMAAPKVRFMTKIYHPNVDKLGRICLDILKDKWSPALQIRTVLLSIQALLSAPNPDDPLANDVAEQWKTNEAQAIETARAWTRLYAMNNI
* hit, by the source's call. Cut-off read from the data, not from the text of the source, unless noted: active = inhibition above about 50%; inactive = the rest. An excerpt (hit frequency here may not be typical).

For CCCOc1ccc(NC(=O)C2CC(=O)N(C(C)C)C2)cc1 (stereo not given) the results were CCR6 antag 2, Jurkat NFkB inh -4, EBI2 block 2, Apaf1 inhib -1, SENP8 block 2, Gli-Sufu antag -1, 697 NFkB inh 3 and UBC13 inh 5.
Screening CNC(=O)CN1C(=O)NC2(CCc3ccccc3C2)C1=O (stereo not given) returned CCR6 antag -8, Jurkat NFkB inh 7, EBI2 block -5, Apaf1 inhib -12, SENP8 block -5, Gli-Sufu antag -6, 697 NFkB inh 13 and UBC13 inh 20.
Screening O=C1CNC(=S)N1Cc1ccc(Cl)cc1 returned CCR6 antag 4, Jurkat NFkB inh 3, EBI2 block 3, Apaf1 inhib 4, SENP8 block 3, Gli-Sufu antag 48, 697 NFkB inh 13 and UBC13 inh 8.
`CCOc1ccccc1N1CC(C(=O)Nc2ccc(C(=O)O)cc2)CC1=O` (stereo not given) gave CCR6 antag 24, Jurkat NFkB inh -7, EBI2 block 1, Apaf1 inhib -11, SENP8 block -11, Gli-Sufu antag 1, 697 NFkB inh 1 and UBC13 inh -5.
For COc1cccc(CNC(=O)N2CCN(c3ccccc3Cl)CC2)c1 the results were CCR6 antag 4, Jurkat NFkB inh 12, EBI2 block 28, Apaf1 inhib 7, SENP8 block -3, Gli-Sufu antag 10, 697 NFkB inh 21 and UBC13 inh 0.
Screening CCCCC(CC)CNC(=O)CCS(=O)(=O)c1cccc2nonc12 (stereo not given) returned CCR6 antag 9, Jurkat NFkB inh 3, EBI2 block -5, Apaf1 inhib 7, SENP8 block 3, Gli-Sufu antag -30, 697 NFkB inh -6 and UBC13 inh 5.
For CN(C)CCC(=O)N1c2ccccc2Sc2ccc(Cl)cc21 the results were CCR6 antag 12, Jurkat NFkB inh -18, EBI2 block 5, Apaf1 inhib -3, SENP8 block 5, Gli-Sufu antag 4, 697 NFkB inh 20 and UBC13 inh -5.
Screening O=C1CCCN1CCCn1cnc2c([nH]c3ccc(F)cc32)c1=O returned CCR6 antag -1, Jurkat NFkB inh -12, EBI2 block -2, Apaf1 inhib -4, SENP8 block -8, Gli-Sufu antag -1, 697 NFkB inh 9 and UBC13 inh -7.
Screening COc1ccc(/C=C/C(=O)Nc2ccc(C)c(S(=O)(=O)N3CCOCC3)c2)cc1 returned CCR6 antag -15, Jurkat NFkB inh 15, EBI2 block 26, Apaf1 inhib 17, SENP8 block 11, Gli-Sufu antag -1, 697 NFkB inh -40 and UBC13 inh 2.
`O=C(C1CC1)N1CCc2cc(Br)cc(S(=O)(=O)NCc3ccco3)c21` gave CCR6 antag 6, Jurkat NFkB inh 6, EBI2 block -6, Apaf1 inhib -2, SENP8 block 9, Gli-Sufu antag 8, 697 NFkB inh 19 and UBC13 inh 8.
Screening CC(=O)NC1(NC(C)=O)CCN(C)CC1 returned CCR6 antag 16, Jurkat NFkB inh -6, EBI2 block -8, Apaf1 inhib -8, SENP8 block 1, Gli-Sufu antag 0, 697 NFkB inh 2 and UBC13 inh 2.
O=C(CCCC(=O)OCC(Cl)=C(Cl)Cl)Nc1ccc(F)cc1 was read as CCR6 antag 6, Jurkat NFkB inh 14, EBI2 block -1, Apaf1 inhib -9, SENP8 block -6, Gli-Sufu antag -2, 697 NFkB inh 0 and UBC13 inh 9.
For C#Cc1ccc([C@H]2C=C(C(=O)N3CCOCC3)O[C@@H](OCC)[C@@H]2CCCO)cc1 the results were CCR6 antag 3, Jurkat NFkB inh 7, EBI2 block -2, Apaf1 inhib 0, SENP8 block -13, Gli-Sufu antag -4, 697 NFkB inh -2 and UBC13 inh 2.
`COc1ccc(-c2oc3ncn4nc(Cc5ccccc5)nc4c3c2-c2ccc(OC)cc2)cc1` gave CCR6 antag 8, Jurkat NFkB inh -6, EBI2 block 29, Apaf1 inhib 4, SENP8 block 10, Gli-Sufu antag 14, 697 NFkB inh -60 and UBC13 inh 1.
CCOC(=O)C1CCN(c2c(NCc3ccc(C(=O)NC4CCCC4)cc3)c(=O)c2=O)CC1 was read as CCR6 antag 3, Jurkat NFkB inh -2, EBI2 block 0, Apaf1 inhib -4, SENP8 block 8, Gli-Sufu antag 2, 697 NFkB inh 28 and UBC13 inh 2.
`COc1cccc(C(=O)Nc2cc(C(=O)NCCc3ccccc3)ccc2Cl)c1` gave CCR6 antag 1, Jurkat NFkB inh -27, EBI2 block 5, Apaf1 inhib -10, SENP8 block -5, Gli-Sufu antag -31, 697 NFkB inh -16 and UBC13 inh 6.
`COc1cc(/C(C)=N/NC(=O)CSc2nncn2C)ccc1OCc1ccccc1Cl` gave CCR6 antag 5, Jurkat NFkB inh -17, EBI2 block 0, Apaf1 inhib 15, SENP8 block -8, Gli-Sufu antag -2, 697 NFkB inh -12 and UBC13 inh -12.
Screening Cn1cccc1-c1nc2ccccc2n1Cc1ccccc1 returned CCR6 antag 10, Jurkat NFkB inh -1, EBI2 block 7, Apaf1 inhib 17, SENP8 block -8, Gli-Sufu antag 2, 697 NFkB inh -55 and UBC13 inh -7.
O=C(COC(=O)c1cccc(OC(F)F)c1)Nc1ncccn1 was read as CCR6 antag 9, Jurkat NFkB inh -20, EBI2 block 0, Apaf1 inhib 9, SENP8 block -11, Gli-Sufu antag 4, 697 NFkB inh 0 and UBC13 inh -10.
Screening COc1ccc(C(=O)NNC2CC(=O)N(Cc3ccc(Cl)cc3)C2=O)cc1OC (stereo not given) returned CCR6 antag 4, Jurkat NFkB inh -4, EBI2 block -11, Apaf1 inhib 0, SENP8 block -2, Gli-Sufu antag 11, 697 NFkB inh -6 and UBC13 inh -16.
`O=C(CSc1nnc(-c2ccccc2)o1)NCC1CCCCC1` gave CCR6 antag 3, Jurkat NFkB inh -6, EBI2 block 7, Apaf1 inhib 7, SENP8 block 0, Gli-Sufu antag 2, 697 NFkB inh -7 and UBC13 inh -10.
`O=C(Nc1ccnn1C1CCN(CCCC2CCCC2)CC1)c1ccccc1` gave CCR6 antag 22, Jurkat NFkB inh 10, EBI2 block 0, Apaf1 inhib 6, SENP8 block 0, Gli-Sufu antag 23, 697 NFkB inh 11 and UBC13 inh -3.
Screening CCOC(=O)c1ccc(-c2ccc3c(c2)CCC3)nc1C returned CCR6 antag 14, Jurkat NFkB inh -119, EBI2 block 4, Apaf1 inhib 10, SENP8 block 53*, Gli-Sufu antag -92, 697 NFkB inh -183 and UBC13 inh 9.
Screening OCCNCCCCOc1ccccc1F returned CCR6 antag -3, Jurkat NFkB inh 4, EBI2 block 7, Apaf1 inhib -10, SENP8 block -11, Gli-Sufu antag 0, 697 NFkB inh 3 and UBC13 inh 3.

Three compounds drawn at random from the list so far, as already listed:
`COc1cc(/C(C)=N/NC(=O)CSc2nncn2C)ccc1OCc1ccccc1Cl` gave CCR6 antag 5, Jurkat NFkB inh -17, EBI2 block 0, Apaf1 inhib 15, SENP8 block -8, Gli-Sufu antag -2, 697 NFkB inh -12 and UBC13 inh -12.
CCOC(=O)C1CCN(c2c(NCc3ccc(C(=O)NC4CCCC4)cc3)c(=O)c2=O)CC1 was read as CCR6 antag 3, Jurkat NFkB inh -2, EBI2 block 0, Apaf1 inhib -4, SENP8 block 8, Gli-Sufu antag 2, 697 NFkB inh 28 and UBC13 inh 2.
Screening O=C1CCCN1CCCn1cnc2c([nH]c3ccc(F)cc32)c1=O returned CCR6 antag -1, Jurkat NFkB inh -12, EBI2 block -2, Apaf1 inhib -4, SENP8 block -8, Gli-Sufu antag -1, 697 NFkB inh 9 and UBC13 inh -7.

Further structures:
For CC#C[C@]1(O)CC[C@H]2[C@@H]3CCC4=CC(=O)CCC4=C3[C@@H](c3ccc(N(C)C)cc3)C[C@@]21C the results were CCR6 antag 19, Jurkat NFkB inh 12, EBI2 block 24, Apaf1 inhib 18, SENP8 block -4, Gli-Sufu antag 2, 697 NFkB inh 14 and UBC13 inh -12.
Cc1ccc(OCc2cc(C(=O)N3CCN(C4CCCC4)CC3)no2)cc1C was read as CCR6 antag 12, Jurkat NFkB inh -22, EBI2 block 3, Apaf1 inhib 22, SENP8 block 3, Gli-Sufu antag 7, 697 NFkB inh -31 and UBC13 inh 7.
CCS(=O)(=O)c1ncc(Cl)c(C(=O)Nc2ccc(S(=O)(=O)N3CCCC(C)C3)cc2)n1 (stereo not given) was read as CCR6 antag 94*, Jurkat NFkB inh 19, EBI2 block 50*, Apaf1 inhib 8, SENP8 block 4, Gli-Sufu antag 20, 697 NFkB inh -156 and UBC13 inh -11.
O=c1ccn(-c2cccc(C(F)(F)F)c2)nc1-c1ccn(-c2ccccc2F)n1 was read as CCR6 antag 6, Jurkat NFkB inh -19, EBI2 block 15, Apaf1 inhib 16, SENP8 block -5, Gli-Sufu antag 0, 697 NFkB inh -14 and UBC13 inh 4.
Screening CCCCc1c(O)nc2n(c1=O)CCS2 returned CCR6 antag -10, Jurkat NFkB inh -1, EBI2 block 5, Apaf1 inhib -1, SENP8 block 0, Gli-Sufu antag 29, 697 NFkB inh 16 and UBC13 inh 0.
CC(C)N1C2OC(C3OC4C(O3)N(C(C)C)S(=O)(=O)N4C(C)C)OC2N(C(C)C)S1(=O)=O (stereo not given) was read as CCR6 antag -4, Jurkat NFkB inh 14, EBI2 block 0, Apaf1 inhib -2, SENP8 block 3, Gli-Sufu antag 3, 697 NFkB inh 16 and UBC13 inh 2.
For CCOC(=O)C1CN(S(=O)(=O)c2ccc(OC)cc2)c2cc(S(=O)(=O)CC)ccc2O1 (stereo not given) the results were CCR6 antag 9, Jurkat NFkB inh 3, EBI2 block -3, Apaf1 inhib 6, SENP8 block 3, Gli-Sufu antag 2, 697 NFkB inh 10 and UBC13 inh 3.
For CCOc1ccc(Nc2nc(NCC(=O)O)nc(N)c2[N+](=O)[O-])cc1 the results were CCR6 antag -3, Jurkat NFkB inh -6, EBI2 block -3, Apaf1 inhib 1, SENP8 block -2, Gli-Sufu antag -7, 697 NFkB inh -3 and UBC13 inh -10.
Cc1ccc(-c2nnc(COC(=O)c3cc(=O)[nH]c4ccccc34)o2)cc1 was read as CCR6 antag 5, Jurkat NFkB inh 12, EBI2 block 25, Apaf1 inhib 2, SENP8 block 0, Gli-Sufu antag -2, 697 NFkB inh 6 and UBC13 inh 14.
Screening O=C(COC(=O)c1cccc(N2C(=O)C3CC=CCC3C2=O)c1)c1ccccc1 (stereo not given) returned CCR6 antag 7, Jurkat NFkB inh 10, EBI2 block 2, Apaf1 inhib 5, SENP8 block -1, Gli-Sufu antag 24, 697 NFkB inh 11 and UBC13 inh 1.
O=C1CNC(=S)N1c1nc(-c2ccccc2)cs1 was read as CCR6 antag 30, Jurkat NFkB inh -82, EBI2 block -12, Apaf1 inhib 3, SENP8 block 88*, Gli-Sufu antag -68, 697 NFkB inh -179 and UBC13 inh -8.
Screening Cc1ccccc1N1CCN(C(=O)C2CCCCC2)CC1 returned CCR6 antag -13, Jurkat NFkB inh 14, EBI2 block -15, Apaf1 inhib 9, SENP8 block 3, Gli-Sufu antag 5, 697 NFkB inh -1 and UBC13 inh -3.

For reference, some entries already given.
Screening O=C(COC(=O)c1cccc(N2C(=O)C3CC=CCC3C2=O)c1)c1ccccc1 (stereo not given) returned CCR6 antag 7, Jurkat NFkB inh 10, EBI2 block 2, Apaf1 inhib 5, SENP8 block -1, Gli-Sufu antag 24, 697 NFkB inh 11 and UBC13 inh 1.
O=C1CNC(=S)N1c1nc(-c2ccccc2)cs1 was read as CCR6 antag 30, Jurkat NFkB inh -82, EBI2 block -12, Apaf1 inhib 3, SENP8 block 88*, Gli-Sufu antag -68, 697 NFkB inh -179 and UBC13 inh -8.
